Bioassay records from PubChem BioAssay.
Cneo AK release: Cryptococcus neoformans lysis via adenylate kinase release; lysis activity, % at 15 µM; C. neoformans lysis, adenylate kinase release luminescence, 4 h; normalised: neutral wells 0, clomiphene wells 100; actives 0.2% (n = 360,000);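 active means mean lysis activity across replicates of at least 80%, whatever share of replicates individually reach that level; inactive means mean lysis activity below 80%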
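Assay system: log-phase C. neoformans yeast / Quantity: yeast cell density of 5 × 10^6 cells/mL / Medium: fresh YPD growth medium / Compound: single dose / Timing: static 4 h at 37 °C with compound, 1 h detection / Measured by: adenylate kinase release luminescence / Read-out: lysis from increased AK signal / Benchmarks: Clomiphene as positive lysis control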
Statin myotox sup: protects C2C12 myotubes from simvastatin toxicity | rescue of ATP level, % at 7.49 µM | ATP luminescence, 48 h; scaled: DMSO 0, geranylgeraniol control 100 | AID 602340 | actives 0.78% (n = 330,000);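 active means mean ATP rescue above about 67%, or every replicate alone reaching that limit, limit read from the data, passing the limit was not always enough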;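 further: myotubes were challenged with 10 µM simvastatin during compound exposure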
GSIS activator: primary screen for activators of insulin secretion dependent on glucose, INS-1E cells, GLuc reporter luminescence; INS-1E GLuc reporter insulin secretion, 2-3 h; activation, % at 16.6 µM; actives 0.61% (n = 370,000);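 active means lowest replicate activation of at least 40%, so every replicate reaches that level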;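 further: 0% = median of neutral control wells and 100% = median of IBMX positive control wells; some compounds called inactive have numbers as strong as hits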
F508del corr: correctors of CFTR F508del function in bronchial epithelial cells; CFBE cells, YFP halide quenching; stimulated with forskolin plus potentiator P3; % fluorescence drop versus neutral controls; activity (quench increase), % at 7.58 µM; actives 0.36% (n = 350,000); AID 720511;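 active means mean added fluorescence quench of at least 8% versus neutral control, with both replicates also reaching 8%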;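 further: cells transiently co-express mutant CFTR-F508del with the halide-sensitive YFP; corrector assay measuring rescue of mutant channel to the surface after 24 h compound exposure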
miR122 inh: blocks miR-122 activity in Huh7 sensor cells. Huh7 miR-122 Renilla luciferase sensor, 48 h; neutral wells = 0, positive control = 100. activation (reporter increase), % at 12.5 µM. actives 0.3% (n = 340,000). AID 602342;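 active means mean replicate activation score at least 90 and every replicate individually at or above 90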;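 further: higher luciferase means less miR-122 activity so hits act as miR-122 inhibitors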
PGC1a acetyl inh: lowers PGC1a acetylation signal in U2OS cells. AlphaScreen anti-acetyl-lysine; with virally co-expressed GCN5 acetyltransferase. inhibition, % at 15.6 µM. actives 0.17% (n = 350,000);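 active means every replicate shows inhibition of at least 40%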;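 further: 0% = neutral control wells and 100% = positive control wells; some results beyond the cut were filed as inactive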
FN deposition inh: fibronectin deposition inhibition | actives 0.086% (n = 350,000) | inhibition, % at 12.6 µM | AID 743247 | AH1F fibroblasts, Alexa488-fibronectin deposition fluorescence, overnight;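 active means mean inhibition across replicates of 30% or more, regardless of how many single replicates reach that level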;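 further: positive control wells lacked labelled fibronectin entirely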
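Material: AH1F fibroblast monolayer depositing Alexa488-labelled fibronectin into matrix / Amount: 10000 AH1F cells per well / Signal: fluorescence 485/525 nm / Medium: DMEM, 2% serum / Compound: single dose, pinned / Incubation: 1 h cell adhesion before compound, then overnight fibronectin incubation / Reagent: Alexa488-FN, 24 nM final / Read-out: inhibition of fibronectin deposition signal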
PglD DTNB: inhibitors of Campylobacter jejuni PglD acetyltransferase; purified PglD enzyme, DTNB colorimetric CoA detection; inhibition, % at 12.5 µM; actives 0.098% (n = 360,000); in the data active means inhibition above about 16%, passing the limit was not always enough; further: strong numbers were not always called active
Numbers without * were called inactive; / = not tested or not shown; [ ] = another dose, or the depositor's remark.

SMILES | Cneo AK release | Statin myotox sup | GSIS activator | F508del corr | miR122 inh | PGC1a acetyl inh | FN deposition inh | PglD DTNB
COc1ccc(C(C#N)(CC(=O)O)c2cnccn2)cc1OC (stereo not drawn) | -0.9 | 7.1 | 7.1 | 0.4 | / | / | 1.4 | 0.0
COc1cc(/C=C(/C(=O)c2cccs2)c2nc3ccccc3[nH]2)cc(OC)c1O | / | 119.5* | 2.5 | / | 13.8 | -1.1 | -2.2 | 1.0
C[C@@H]1CN([C@H](C)CO)C(=O)c2cccc(NC(=O)C3CCOCC3)c2O[C@H]1CN(C)S(=O)(=O)c1cccs1 | 2.7 | 6.6 | 8.6 | 2.0 | -3.0[16.7 µM] | 7.1 | 3.1 | -3.8
O=C(NCc1ccco1)C(Cc1ccccc1)NS(=O)(=O)c1cccc2nsnc12 (stereo not drawn) | 1.1 | 2.5 | / | / | 1.8 | -7.7 | 0.3 | -6.7
Cn1c(=O)[nH]c(=O)c2c1nc(CN(Cc1ccccc1)Cc1ccccc1)n2CCN1CCOCC1 | -1.2 | 3.4 | / | / | 0.4 | 0.7 | / | -3.7
CC(=O)N1CCCCN2[C@H](CO)[C@H](c3ccc(-c4ccccc4)cc3)[C@H]2C1 | 0.3 | -8.7 | -2.0 | -1.5 | 8.5[16.7 µM] | -7.3 | -8.5 | 4.1
Cc1ccccc1NC(=O)NC1(C(=O)NCCCN2CCOCC2)CCCCC1 | 6.2 | 1.7 | -10.9 | / | -3.5 | 1.2 | / | -1.6
C=CCn1c(CNC(=O)c2cccs2)nnc1SCC(=O)Nc1ccc(C(=O)O)cc1 | -2.9 | 2.0 | / | / | 4.6 | / | -1.3 | -0.7
CCCC(O)C#Cc1cnc2c(c1)C(=O)N([C@H](C)CO)C[C@H](C)[C@H](CN(C)Cc1ccncc1)O2 (stereo partly drawn) | -2.3 | 6.8 | 29.9 | -0.7 | 4.4[16.7 µM] | -0.6 | 1.7 | 0.6
Cn1c(N)c(C(=O)COC(=O)Cc2ccc(Cl)cc2)c(=O)n(C)c1=O | -2.0 | -0.6 | 12.7 | -1.7 | 1.5 | 1.4 | 1.4 | -0.8
C[C@]12CCC(=O)C=C1C=C[C@@H]1[C@@H]2CC[C@@]2(C)[C@H]1CC[C@@]21CCC(=O)O1 | 0.4 | 2.5 | -8.1 | -3.5 | -0.8 | / | 4.0 | 2.5
C[C@@H](NC(=O)C[C@H]1C=C[C@@H](NC(=O)C2CC2)[C@@H](CO)O1)c1ccccc1 | 42.6 | 6.7 | 17.6 | 1.8 | / | 5.6 | -5.5 | 64.4
C[C@H]1CN([C@@H](C)CO)C(=O)Cc2cc(NC(=O)CCCN(C)C)ccc2O[C@H]1CN(C)S(=O)(=O)c1ccccc1 | -2.5 | -22.9 | 19.6 | -3.8 | -2.7[16.7 µM] | 1.0 | -4.3 | 2.6
Cc1cc(C(=O)N(C)CC(=O)Nc2ccccc2C(F)(F)F)c(C)o1 | -1.2 | -7.1 | / | / | -2.0 | / | -7.3 | 7.1
COc1ccc(CN(C)C[C@H]2OCCCC[C@H](C)Oc3ccc(NC(=O)c4ccncc4)cc3C(=O)N([C@@H](C)CO)C[C@@H]2C)cc1 | 4.5 | / | 10.1 | -3.0 | 14.3[16.7 µM] | 15.1 | -0.6 | -3.4
Cc1cc(C)n2nc(C(=O)OCC(=O)c3ccccc3Cl)nc2n1 | -0.8 | -4.9 | 18.7 | -4.2 | -8.5 | 7.4 | -2.6 | 1.6
Cc1ccccc1NC(=O)NC1CCS(=O)(=O)C1 (stereo not drawn) | 0.1 | -0.8 | -4.5 | -0.2 | 1.1 | / | 1.9 | -2.2
CCCCNC(=O)c1ccccc1SCC(=O)NC1CCCCCCC1 | 1.3 | -9.6 | -13.7 | -0.7 | 0.4 | -8.3 | -2.0 | -5.2
NC(=O)CN1C(=O)/C(=c2\sc3nc(=O)c(Cc4ccccc4)nn3c2=O)c2ccccc21 | -0.2 | / | -8.7 | 0.0 | 5.9 | -13.3 | 4.1 | 5.5
CC1CCN(c2ccc([N+](=O)[O-])cn2)CC1 | -3.0 | -4.3 | -22.2 | / | 9.8 | -12.2 | 0.9 | -4.6
CSc1nnc(NC(=O)c2cc3ccccc3oc2=O)s1 | -4.0 | -6.7 | / | -0.4 | 1.5 | 7.2 | -3.9 | /
C(#Cc1ccc(C#CCN2CCOCC2)cc1)CN1CCOCC1 | 0.8 | -1.0 | / | / | -1.4 | 13.9 | -3.2 | -0.8
COc1ccc(/C=C/C(=O)OCC(=O)NCc2ccco2)cc1OC | 1.4 | / | 38.7 | 0.8 | -4.7 | 11.7 | -0.9 | -2.0
O=C1CSC(c2cn(-c3ccccc3)nc2-c2cc3ccccc3oc2=O)N1Cc1ccccc1 (stereo not drawn) | 2.5 | -0.1 | / | / | 6.4 | -12.5 | / | 7.1
CC(C)N(C)c1ncnc2c1ncn2[C@H]1CN(CCN2CCOCC2)C[C@@H](CO)O1 | -0.8 | 6.9 | 4.3 | 2.4 | -0.9 | -1.1 | -7.8 | -4.0
COc1ccc(CN(C)C[C@H]2Oc3ccc(NC(=O)CCC(F)(F)F)cc3CC(=O)N([C@H](C)CO)C[C@@H]2C)cc1 | -9.4 | 22.3 | -14.7 | 2.7 | -6.3[16.7 µM] | -4.5 | / | 11.2
CCN1C(=O)C(CC(=O)Nc2ccc(OC)cc2)N(Cc2ccc(OC)c(OC)c2)C1=S (stereo not drawn) | 1.6 | 2.6 | -17.8 | -2.2 | 1.0 | 2.5 | 6.9 | -2.9
COc1ccc(C(C)=O)cc1CC1(C)C(=O)Nc2ccc(-c3cccc(C(F)(F)F)c3)cc21 (stereo not drawn) | 0.7 | 7.3 | 9.0 | -0.3 | 5.7 | / | 0.3 | 3.1
CN(CC(=O)Nc1ccccc1Cl)C(=O)c1cc(-c2cccs2)nn1-c1ccccc1 | 5.7 | -5.2 | -13.1 | -0.8 | / | / | 2.8 | 0.3
Cc1ccsc1C(=O)N1CC=C(c2ccccc2)CC1 | -1.1 | -6.0 | 5.4 | -4.0 | / | / | 20.2 | 13.0
CC=Cc1ccc2n(c1=O)C[C@@H]1[C@@H](CO)[C@H](C(=O)N(C)C)[C@H]2N1CCc1ccccc1 (mixture of isomers) | -2.4 | 12.8 | -7.3 | / | / | / | / | -3.4
CCOc1ccc(CCNC(=O)COC(=O)c2ccncc2)cc1OCC | 0.8 | 8.7 | 43.3 | 2.0 | -7.2 | 3.7 | -9.8 | 1.1
CC(=O)c1ccc(N(CC(=O)NC2CCCCC2)C(=O)CNC(=O)c2cccs2)cc1 | -5.4 | 2.8 | -3.7 | -2.8 | / | / | 1.5 | 4.2
CCN(CC)c1ccc(C2NCC(c3ccc([N+](=O)[O-])cc3)O2)cc1 (stereo not drawn) | 4.6 | 13.0 | / | / | -5.6 | 1.5 | / | 1.0
COc1cc(/C=C/CNC[C@H]2O[C@@H](n3cnc(C(N)=O)n3)[C@H](O)[C@@H]2O)ccc1O | -1.4 | 0.7 | -3.7 | -0.4 | 3.8 | 1.0 | 6.5 | -0.5
COc1ccc(S(=O)(=O)Cc2ccc(C(=O)NCc3ccccc3)o2)cc1 | 2.3 | -4.5 | 1.6 | -2.8 | -1.2 | -5.5 | 1.2 | 2.0
CCO/C=N/c1c(C#N)c(CC#N)nn1-c1ccccc1 | 3.4 | / | / | / | -2.5 | / | -0.1 | -5.8
O=C(C[C@H]1CC[C@H]2[C@@H](COC[C@@H](O)CN2C(=O)Nc2ccc(F)cc2)O1)NCC1CC1 | -1.6 | -13.2 | 0.1 | -5.2 | -1.5[16.7 µM] | -2.0 | 2.1 | -0.2
Cc1ccc(N(C(=O)CNC(=O)c2ccco2)C(C(=O)NC2CCCCC2)c2cccnc2)cc1F (stereo not drawn) | -3.3 | -7.1 | 4.7 | 0.5 | 5.7 | 1.9 | -1.9 | -5.4
CCN(C(=O)CN1C(=O)S/C(=C\c2ccccc2Cl)C1=O)C1CCS(=O)(=O)C1 (stereo not drawn) | 0.4 | -4.7 | -32.5 | 1.6 | -2.0 | / | -0.9 | -3.0
O=C(C[C@@H]1CC[C@H](NC(=O)C2CCC2)[C@H](CO)O1)NCc1ccccc1Cl | 0.9 | -4.9 | 9.0 | 0.0 | / | -8.5 | / | 0.8
C[C@@H]1CCCCO[C@@H](CN(C)S(=O)(=O)c2cccs2)[C@H](C)CN([C@@H](C)CO)C(=O)c2cc(N(C)C)ccc2O1 | -0.1 | 9.6 | -7.1 | -2.3 | -3.9[16.7 µM] | 4.7 | / | -35.8
C[C@@H]1CCCCO[C@@H](CN(C)CC2CCCCC2)[C@H](C)CN([C@H](C)CO)C(=O)c2cc(NS(C)(=O)=O)ccc2O1 | -1.7 | -7.1 | -0.4 | -0.5 | -1.9[16.7 µM] | 0.9 | -9.4 | 5.4
O=c1c2ccccc2nc(CSc2nnnn2-c2ccccc2)n1-c1cccc(C(F)(F)F)c1 | 1.1 | -48.9 | / | / | 1.2 | 12.5 | / | -3.0
Brc1cccc(CNCC2CCCO2)c1 (stereo not drawn) | -3.4 | 5.2 | 12.8 | -2.0 | 5.7 | 6.0 | 6.6 | -1.2
COCCn1c(SCC(=O)Nc2ccc(OC)c(S(N)(=O)=O)c2)nc2ccccc2c1=O | -1.1 | 14.9 | -6.8 | -0.9 | 17.7 | -1.0 | -4.1 | -1.8
O=C(CCC1CCCN(C(=O)CCN2CCCCC2=O)C1)NCc1ccccc1F (stereo not drawn) | -1.9 | 4.5 | 0.0 | -0.1 | -2.6 | / | -1.1 | 0.5
CC1CCCCC1NC(=O)COC(=O)c1cc(=O)c2ccccc2o1 (stereo not drawn) | / | / | 12.6 | -4.4 | / | 0.5 | -0.1 | /
CN(C)CC(=O)Nc1ccc2c(c1)[C@H]1C[C@H](CC(=O)N3CCCCC3)O[C@@H](CO)[C@H]1O2 | / | -3.8 | 11.4 | -0.6 | 0.8[16.7 µM] | -7.0 | / | -3.2
O=C(COC(=O)CN1C(=O)C(=O)c2ccccc21)OCN1C(=O)c2ccccc2C1=O | -1.6 | / | -1.7 | / | -2.4 | 3.3 | / | -1.3
CCNc1nc(NC(C)C)nc(SCCOC(=O)c2ccccc2)n1 | 11.3 | 9.2 | -13.7 | 1.6 | -0.6 | / | 1.9 | -5.8
O=C(NCC(c1ccco1)N1CCCC1)c1sc2cc(F)ccc2c1Cl (stereo not drawn) | -0.2 | -11.6 | 1.6 | 3.7 | 4.6 | 2.3 | / | -9.9
COc1cccc(C2C(C(=O)Nc3nc4ccccc4s3)=C(C)NC3=C2C(=O)CC(C)(C)C3)c1OC (stereo not drawn) | -0.4 | 7.0 | / | / | 5.2 | 5.3 | / | -2.4
CC(C)CCNc1nc(N)c([N+](=O)[O-])c(NC2CCCCC2)n1 | 0.1 | 7.8 | 12.7 | / | 2.9 | 0.5 | 8.1 | 0.2
COc1ccc(/C=N\NC(=O)c2sccc2C)cc1Cn1nc(C)cc1C | -3.6 | -2.0 | -22.9 | 3.2 | -3.5 | / | 7.6 | 5.5
